Bioassay records from PubChem BioAssay.
ERb SRC1 inh = ER-beta (human) coactivator binding inhibition; Q92731; TR-FRET ER-beta LBD / SRC1-Cy5 peptide binding; receptor agonist-loaded with 1 µM estradiol; inhibition, % at 25.6 µM; actives 1.3% (n = 86,000);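 active = compounds whose percent inhibition of the receptor-coactivator binding signal exceeds about 50% in the single-dose screen, limit read from the data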;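 note: 0% = receptor plus peptide wells without compound and 100% = peptide-only wells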
Target sequence (Q92731 whole entry, looked up, the tested form may be a part): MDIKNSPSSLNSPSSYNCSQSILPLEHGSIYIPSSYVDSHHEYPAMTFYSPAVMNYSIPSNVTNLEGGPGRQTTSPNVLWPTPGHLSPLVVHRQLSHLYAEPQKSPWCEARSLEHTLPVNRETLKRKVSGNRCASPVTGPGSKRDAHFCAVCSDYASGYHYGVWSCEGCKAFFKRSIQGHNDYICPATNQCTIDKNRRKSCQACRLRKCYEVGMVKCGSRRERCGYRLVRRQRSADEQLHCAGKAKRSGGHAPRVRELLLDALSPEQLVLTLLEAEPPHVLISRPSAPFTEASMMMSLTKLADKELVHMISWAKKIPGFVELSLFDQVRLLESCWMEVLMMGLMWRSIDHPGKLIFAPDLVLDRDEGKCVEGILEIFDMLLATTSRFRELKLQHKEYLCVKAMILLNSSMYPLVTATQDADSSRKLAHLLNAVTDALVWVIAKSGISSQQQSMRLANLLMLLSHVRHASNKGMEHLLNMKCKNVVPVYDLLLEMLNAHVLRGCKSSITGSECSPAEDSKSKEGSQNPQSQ
sEH inhibitor = blocks human soluble epoxide hydrolase activity. P34913. recombinant human sEH enzymatic activity assay. inhibition, % at 2 µM. actives 0.34% (n = 91,000); in the data active = inhibition above about 80%; note: values of inactives mirror those of a sister screen read the other way; many of its hits are not listed in these tables
cytoskel mod = cytoskeleton assembly modification; actives 0.18% (n = 91,000); inhibition, % at 2 µM; HUVEC TNFa F-actin phalloidin imaging, high content; AID 836;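 active = inhibition above the batch mean plus 3 SD and confirmed as a hit by visual image inspection, cut at about 30% in these data, passing the limit was not always enough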; note: strong numbers were not always called active
VCAM1 TNFa inh = reduces TNF alpha induced VCAM1 expression in HUVEC; HUVEC TNFa-induced VCAM-1 immunofluorescence, high-content imaging; inhibition, % at 2 µM; actives 0.48% (n = 95,000);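 active = inhibition above the batch mean plus 3 SD, with images confirmed as a hit by eye, cut at about 37% in these data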;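 note: 0% = TNF-stimulated DMSO wells and 100% = unstimulated control wells; not every result past the cut was called active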
sEH activator = soluble epoxide hydrolase (human) activation; purified human sEH enzymatic activity, activator screen; activation, % at 2 µM; actives 0.04% (n = 91,000); AID 717; in the data active = activation above about 37%; note: values of inactives mirror those of a sister screen read the other way
Smad3 FoxH1 inh = Smad3 (human) transcription factor binding inhibition; inhibition, % at 25 µM; actives 0.29% (n = 88,000); TR-FRET Smad3/Dy647-FoxH1 peptide binding, europium anti-His;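 active = compounds that reduce the energy-transfer binding signal between the protein and its labelled peptide by more than half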;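 note: 0% = Smad3 plus labelled peptide maximal FRET and 100% = peptide-only background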
Target sequence (P84022 whole entry, looked up): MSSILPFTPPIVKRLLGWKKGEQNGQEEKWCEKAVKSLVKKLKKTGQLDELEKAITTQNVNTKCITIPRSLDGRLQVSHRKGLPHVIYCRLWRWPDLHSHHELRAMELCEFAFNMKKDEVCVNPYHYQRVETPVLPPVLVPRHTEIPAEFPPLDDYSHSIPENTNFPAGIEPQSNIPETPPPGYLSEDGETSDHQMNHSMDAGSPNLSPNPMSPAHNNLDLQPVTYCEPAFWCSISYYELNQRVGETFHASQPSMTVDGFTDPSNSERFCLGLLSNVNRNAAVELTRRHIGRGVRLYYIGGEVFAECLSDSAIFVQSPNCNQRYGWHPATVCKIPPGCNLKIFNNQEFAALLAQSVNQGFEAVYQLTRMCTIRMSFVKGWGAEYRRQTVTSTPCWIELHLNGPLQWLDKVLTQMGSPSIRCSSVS
Candida biofilm = kills Candida albicans biofilms | inhibition, % at 6 µM | C. albicans biofilm + clotrimazole, Alamar Blue | actives 0.14% (n = 85,000) | AID 834;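 active = inhibition above 20%; inactive = inhibition below 20%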;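 note: preformed 24 hr biofilms exposed to compound for 48 hr; 0% = biofilm without compound and 100% = blank killed by clotrimazole plus chlorhexidine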
HUVEC tox TNFa = toxic to HUVEC cells under TNF alpha stimulation; HUVEC TNFalpha-stimulated, Hoechst cell count, imaging; cell count reduction, % at 2 µM; actives 0.17% (n = 93,000);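 active = cell count reduction exceeding the screen mean by over 5 SD, scaled to untreated wells per plate, cut at about 78% in these data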;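 note: cells counted after 24 h of TNF alpha exposure following the 1 h pretreatment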
IL1B cytotox = HUVEC cytotoxicity counter-screen, IL-1B stimulated; HUVEC cell count loss, Hoechst imaging; cell count reduction, % at 2 µM; actives 0.41% (n = 94,000);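 active = cell count reduction more than 3 SD above the screen-wide mean, cut at about 70% in these data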;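 note: normalized per plate to untreated control cells as the no-loss baseline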
* hit, by the source's call; . = no result given; [ ] = another dose, or the depositor's remark. This is a subset; the hit share may differ from the screen's.

SMILES | ERb SRC1 inh | sEH inhibitor | cytoskel mod | VCAM1 TNFa inh | sEH activator | Smad3 FoxH1 inh | Candida biofilm | HUVEC tox TNFa | IL1B cytotox
Cc1cc(C)c2c(=O)[nH]c(SCC(=O)c3ccc(C(C)C)cc3)nc2n1 | 12[fluorescence artefact?] | 6 | -6 | -14 | -6 | -10[fluorescence artefact?] | -1 | -1 | 4
CCC1(CC)NC(=S)N(Nc2ccccc2)C1=O | 18 | -1 | . | -11 | -2 | 1 | 4 | -18 | -38
CC(=O)c1cccc(NC(=O)NC2CC3CCCC(C2)N3CC(C)C)c1 (stereo unspecified) | 3 | 60 | 1 | -2 | -59 | 6 | 8 | -10 | -16
CCCS(=O)(=O)N1CCC(C(=O)NCCCOC)CC1 | 6 | -13 | 2 | -10 | 10 | -15 | 8 | -3 | -63
COc1cccc(OCCCCCCN2CCOCC2)c1 | -8 | -8 | 3 | 30 | 11 | 7 | 6 | 6 | 8
Cn1c(CN2CCCCC2)nc2cc(NC(=O)c3cccc(Br)c3)ccc21 | 2[fluorescence artefact?] | 12 | 10 | -5 | -10 | 1 | 4 | -16 | 14
COc1ccc(C(=O)N2CC3(C)CC2CC(C)(C)C3)cc1OC (stereo unspecified) | -2 | -3 | 2 | -34 | 6 | -6 | 8 | -12 | -25
CC(=O)Nc1ccc(Oc2cc(C#N)c(C#N)cc2N2CCOCC2)cc1 | -2 | -5 | 4 | 10 | 7 | 3 | 3 | -18 | -14
CN1C(=O)CSc2ccc(C(=O)O)cc21 | -7 | 5 | -11 | 4 | -4 | 0 | 18 | -11 | -8
CCCCNC(=O)CCn1c(=S)[nH]c2cc3c(cc2c1=O)OCO3 | . | 14 | -16 | 3 | -14 | . | . | -15 | -40
CCOc1c2ccc(C(=O)NCCCCc3ccccc3)cc2nn1CC | . | 1 | 11 | -2 | 1 | . | . | 3 | 1
Cc1cc(C(=O)CSc2nnc(-c3cccnc3)n2-c2ccccc2F)c(C)n1C | 31[fluorescence artefact?] | 5 | . | . | -4 | -1 | -2 | . | .
CCOC(=O)C(NC(C)=O)(Nc1ccc(S(=O)(=O)Nc2ccncn2)cc1)C(F)(F)F (stereo unspecified) | 1 | -2 | 6 | -3 | 5 | -2 | 1 | -37 | -15
Cc1cc(C)c2c(CN3CCN(C/C=C/c4ccccc4)CC3)cc(=O)oc2c1 | -2 | -6 | 6 | -11 | 6 | 7 | -1 | -24 | -10
CCCN(c1nc(C)cc(OC)n1)S(=O)(=O)c1ccccc1 | -9 | -17 | 15 | 7 | 16 | -2 | -1 | -27 | -3
COc1ccc(-c2noc(CCC(=O)NCCN(C)Cc3ccccc3)n2)cc1 | -7 | 7 | -15 | 16 | -9 | 9 | 9 | -5 | -20
CCOc1ccc(CSC(CC(=O)O)C(=O)O)cc1 (stereo unspecified) | 0 | 10 | 3 | -48 | -11 | -7 | 5 | -33 | -6
COCCNC(=O)COc1ccccc1Cl | -3 | 8 | 3 | -1 | -8 | 7 | 9 | -12 | -4
COc1ccc(Cl)cc1Nc1nc(-c2sc(NC(=O)CC(C)C)nc2C)cs1 | . | -3 | 0 | -6 | 4 | . | . | -4 | -23
COc1ccc(N2CCN(C(CNC(=O)C3CCCCC3)c3cccnc3)CC2)cc1 (stereo unspecified) | -13 | -2 | . | . | 2 | 4 | -5 | . | .
COc1ccc(S(=O)(=O)N2CCC(C(=O)c3ccc4c(c3)OCCO4)CC2)cc1 | 8 | -1 | -31 | -1 | 0 | 4 | 0 | -12 | -5
Cn1nc(C(=O)NCCN2CCOCC2)c2ccccc2c1=O | -2 | 2 | -2 | 21 | -4 | 3 | 6 | -12 | -3
COc1ccc(C2C(C(=O)c3ccco3)=C(O)C(=O)N2CCc2ccccc2)cc1OC (stereo unspecified) | 3 | -1 | -26 | -4 | 2 | 4 | 6 | -9 | 7
Cn1c(SCC(=O)Nc2sccc2C#N)nnc1-c1ccccc1 | 46 | -3 | -8 | 6 | 2 | -6 | 8 | -20 | -13
CCOc1c(Br)cc(CNc2ncn[nH]2)cc1OC | -1 | 7 | -23 | 14 | -4 | 6 | 10 | 1 | -10
COc1ccc(C(=O)Cn2c(C(=O)/C=C/c3ccccc3)nc3ccccc32)cc1 | . | -8 | -13 | -2 | 7 | . | . | -5 | 10
Cc1nc(Nc2ccc3c(c2)OCCO3)c2oc3ccccc3c2n1 | 8 | -4 | -11 | 10 | 6 | -4 | 8 | 6 | 5
O=C(CC1=NC2(CCCC2)Cc2ccccc21)N1CCOCC1 | -10[fluorescence artefact?] | -6 | -7 | -2 | 6 | -1 | 0 | 32 | -2
Cc1ccc(Oc2cc(-n3nc(C)cc3C)ncn2)cc1 | -13 | -2 | -9 | 0 | 2 | -1 | 3 | -3 | -61
Cc1nc(Sc2nnnn2C)c2c3c(sc2n1)CCC3 | -8 | 2 | -17 | 12 | -4 | 4 | . | -21 | 0

Some of these compounds in order of SMILES length, highest first.
SMILES | ERb SRC1 inh | sEH inhibitor | cytoskel mod | VCAM1 TNFa inh | sEH activator | Smad3 FoxH1 inh | Candida biofilm | HUVEC tox TNFa | IL1B cytotox
COc1ccc(S(=O)(=O)N2CCC(C(=O)c3ccc4c(c3)OCCO4)CC2)cc1 | 8 | -1 | -31 | -1 | 0 | 4 | 0 | -12 | -5
Cn1nc(C(=O)NCCN2CCOCC2)c2ccccc2c1=O | -2 | 2 | -2 | 21 | -4 | 3 | 6 | -12 | -3
Cc1nc(Sc2nnnn2C)c2c3c(sc2n1)CCC3 | -8 | 2 | -17 | 12 | -4 | 4 | . | -21 | 0

Other records:
SMILES | ERb SRC1 inh | sEH inhibitor | cytoskel mod | VCAM1 TNFa inh | sEH activator | Smad3 FoxH1 inh | Candida biofilm | HUVEC tox TNFa | IL1B cytotox
O=S(=O)(Nc1nc2ccccc2nc1NCCN1CCOCC1)c1cccc(Cl)c1 | -2[fluorescence artefact?] | -9 | 16 | 10 | 6 | -16[fluorescence artefact?] | -2 | -2 | 19
Cc1ccccc1NC(=S)NC(=O)CCc1ccccc1 | . | 7 | -2 | -19 | -3 | . | . | -30 | 18
CSc1ccccc1NC(=O)CSCc1ccccc1Br | . | -11 | -9 | 10 | 10 | . | . | -16 | 9
Nc1c(C(=O)NCc2ccco2)nnn1-c1ccccc1 | -6 | -8 | 8 | 11 | 9 | 17 | 8 | -22 | -24
CC1(C)C(=O)Nc2ccccc2N1C(=O)COC(=O)C1CCCCC1 | -5 | -6 | -5 | 10 | 8 | 14 | 3 | -15 | 8
COc1cccc(C(=O)Nc2ccc(-c3nc4ccccc4o3)c(O)c2)c1 | 36[fluorescence artefact?] | . | 2 | 25 | . | -4[fluorescence artefact?] | 2 | -28 | .
COc1ccccc1C(c1nnnn1CS(=O)(=O)c1ccc(C)cc1)N1CCSCC1 (stereo unspecified) | -2 | 6 | -30 | 27 | -8 | 14 | 8 | -32 | 34
CC(=O)Cc1nsc(NC(=O)c2ccccc2)n1 | 4 | -21 | -7 | 7 | 20 | 5 | 5 | 1 | -4
CCO/C=N/c1c(C#N)c2c(c(=S)n1C)COC(C)(C)C2 | 5 | -29 | 28 | -11 | 27 | -3 | 5 | . | 4
CS(=O)(=O)N(CC(=O)N1CCN(c2ccccc2F)CC1)c1ccc2c(c1)OCCO2 | -2 | 12 | -2 | 17 | -8 | -4 | -2 | . | -20
CCCn1c(NC(=O)c2ccc(C)cc2)nc2ccccc21 | 7[fluorescence artefact?] | -10 | 4 | 5 | 10 | -4 | 6 | -9 | -19
CC1(C(=O)NCc2cccnc2)CCC(=O)N1CCc1ccccc1 (stereo unspecified) | . | -6 | -1 | 15 | 5 | . | . | -5 | -27
COc1cccc(Nc2nc(NCCO)c3ccccc3n2)c1 | . | -7 | -14 | 11 | 9 | . | . | -3 | 18
CCOC(=O)C1Cc2cc3c(cc2C1=O)CC(C(=O)OCC)C3=O (stereo unspecified) | 10 | -9 | 0 | -7 | 8 | -1 | -1 | 14 | 17
COc1cc2c(cc1OC)C(C)N(C(=O)C1COc3ccccc3O1)CC2 (stereo unspecified) | -2 | 7 | -5 | 7 | -3 | 7 | 8 | -36 | -7
Cc1cccc(NC(=S)N(C)C2(c3ccccc3Cl)CCCCC2=O)c1 (stereo unspecified) | . | -3 | -6 | 5 | 6 | . | . | -27 | -10
Cc1[nH]nc(-c2ccc(O)c(C)c2O)c1Oc1ccccc1 | -2 | 4 | . | -2 | -8 | 3 | -4 | -12 | -19
O=C(NCC1COc2ccccc2O1)c1cc2ccccc2o1 (stereo unspecified) | -7 | 14 | 14 | 13 | -12 | -4 | 6 | -53 | -9
Cc1cc(N2CCC(C(=O)N3CCN(c4cccc(C)c4C)CC3)CC2)n2ncnc2n1 | -7[fluorescence artefact?] | . | -12 | 12 | . | 6 | 3 | -5 | .
Cc1ccccc1CN1C(=O)Nc2ccccc2C(=O)N1C(C)(C)C | -7 | 0 | 6 | -2 | 2 | -6 | 4 | -35 | -70
Cc1c(C(=O)N2CCCCC2)sc(NC(=O)C(C)C)c1C#N | -4 | 0 | 1 | -31 | 0 | 3 | 9 | -6 | 26
CCCc1ncc(C(O)c2cccc3ccccc23)n1C (stereo unspecified) | 8 | 4 | . | . | 1 | -11 | -2 | . | -13
Cc1nc(NCc2ccco2)nc2c1C(=O)CC(C)C2 (stereo unspecified) | -18[fluorescence artefact?] | 2 | 2 | 26 | 0 | -4 | 0 | -14 | -70
COc1cccc(/C=C/C(=O)c2ccc[nH]2)c1 | -16 | -6 | . | 0 | 3 | 1 | 10 | -32 | -15
COC(=O)CCC(=O)Nc1nc(-c2ccccc2)cs1 | 12[fluorescence artefact?] | -8 | -10 | -2 | 7 | -8 | 0 | -7 | 14
N#CCCn1nc(-c2ccccc2)cc1-n1c(C(F)(F)F)nc2ccccc21 | -20 | . | 6 | 2 | . | -7 | -2 | -32 | -23
O=C(COc1cccc(Cl)c1)Nc1ccc(N2CCOCC2)cc1 | -15 | 0 | 15 | -17 | 0 | 5 | 8 | -21 | -7
C=CCn1c(N)c(C(=O)NC2CCCCC2)sc1=S | -3 | 21 | -1 | 6 | -19 | 3 | 5 | -17 | 7
O=C(Nc1ccccc1C(=O)Nc1ccccc1C(=O)NCc1ccco1)c1ccco1 | 44 | -10 | 13 | -3 | 9 | -12 | 6 | -11 | 9
O=C(CCc1nc(-c2ccccc2F)no1)NCCN1CCOCC1 | -16 | -1 | -9 | 9 | 5 | -1 | 6 | 1 | 18
Cc1ccc(C(=O)Nc2ccccc2-c2ccccc2)cc1S(=O)(=O)Nc1cccc(C)c1C | . | 2 | 27 | 4 | 1 | . | . | 0 | 16
CN1CCC(N(C)CC(=O)Nc2ccccc2N2CCOCC2)CC1 | . | -6 | 4 | -11 | 7 | . | . | -7 | 0
COc1ccc(C(=O)NCCSCc2ccccc2C)cc1 | . | 28 | -12 | 5 | -30 | . | . | 11 | -36
CN(C)S(=O)(=O)N1CCN(C(=O)c2cccs2)CC1 | 10 | 2 | 11 | 4 | 0 | 1 | -1 | -24 | -21
CC(C(=O)Nc1ccc2c(c1)OCCO2)N1CCN(C(=O)c2ccco2)CC1 (stereo unspecified) | -9[fluorescence artefact?] | -17 | 10 | 4 | 11 | -17 | -2 | 7 | 0
O=C(/C=C\NCC(=O)c1ccccc1)c1ccccc1 | . | 2 | -22 | 5 | 0 | . | . | -6 | -46
COC(=O)c1cc(NCc2ccccc2F)ccc1N1CCOCC1 | -2 | -6 | -28 | 6 | 8 | 0 | 5 | -6 | 10
CC(C)OCC(O)CS(=O)(=O)Cc1ccccc1 (stereo unspecified) | -9 | -24 | -13 | -1 | 17 | 5 | 1 | -22 | -8
COc1ccc(N2C(C(C)=O)=NN(c3ccccc3)C2c2cccs2)cc1 (stereo unspecified) | 24 | -24 | 1 | 1 | 21 | -1 | 1 | -2 | 13
